Screens deposited in PubChem BioAssay by several laboratories.
STK33 kinase inh = inhibitors of purified STK33 kinase, primary screen, biochemical, ADP-Glo luminescence, homogeneous, cell-free; Serine/threonine-protein kinase 33 (Homo sapiens), Q9BYT3; MBP phosphorylation; inhibition, % at 10 µM; 320,000 tested, 0.073% active; AID 2661, 2010;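 active = inhibition at or above 25%, using the most active replicate where run in duplicate; inactive = inhibition below 25%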
OX1R antag = antagonists of human orexin 1 receptor (OX1R). Orexin/Hypocretin receptor type 1 (Homo sapiens), O43613. OX1R-expressing cells, FRET antagonist read-out. inhibition, % at 6.6 µM. 330,000 tested, 1.8% active. AID 485270, 2010; in the data active = inhibition mostly above about 38%, no sharp cut-off; inactive = mostly below about 40%;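 note: 0% = agonist challenge alone and 100% = reference antagonist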
KCNQ2 block = KCNQ2 potassium channel inhibitors, primary screen, cell-based, CHO-K1, FluxOR thallium flux, B-score (AID 2156). Potassium voltage-gated channel subfamily KQT member 2 (Rattus norvegicus), O88943. 20 min; hits give low values. B-score at 10 µM. 310,000 tested, 1.1% active;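 active = fluorescence ratio B-score at most minus 3 library SDs, with starting brightness B-score within 2 library SDs, cut at about -5.5 in these data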
Target sequence (O88943 whole entry, looked up): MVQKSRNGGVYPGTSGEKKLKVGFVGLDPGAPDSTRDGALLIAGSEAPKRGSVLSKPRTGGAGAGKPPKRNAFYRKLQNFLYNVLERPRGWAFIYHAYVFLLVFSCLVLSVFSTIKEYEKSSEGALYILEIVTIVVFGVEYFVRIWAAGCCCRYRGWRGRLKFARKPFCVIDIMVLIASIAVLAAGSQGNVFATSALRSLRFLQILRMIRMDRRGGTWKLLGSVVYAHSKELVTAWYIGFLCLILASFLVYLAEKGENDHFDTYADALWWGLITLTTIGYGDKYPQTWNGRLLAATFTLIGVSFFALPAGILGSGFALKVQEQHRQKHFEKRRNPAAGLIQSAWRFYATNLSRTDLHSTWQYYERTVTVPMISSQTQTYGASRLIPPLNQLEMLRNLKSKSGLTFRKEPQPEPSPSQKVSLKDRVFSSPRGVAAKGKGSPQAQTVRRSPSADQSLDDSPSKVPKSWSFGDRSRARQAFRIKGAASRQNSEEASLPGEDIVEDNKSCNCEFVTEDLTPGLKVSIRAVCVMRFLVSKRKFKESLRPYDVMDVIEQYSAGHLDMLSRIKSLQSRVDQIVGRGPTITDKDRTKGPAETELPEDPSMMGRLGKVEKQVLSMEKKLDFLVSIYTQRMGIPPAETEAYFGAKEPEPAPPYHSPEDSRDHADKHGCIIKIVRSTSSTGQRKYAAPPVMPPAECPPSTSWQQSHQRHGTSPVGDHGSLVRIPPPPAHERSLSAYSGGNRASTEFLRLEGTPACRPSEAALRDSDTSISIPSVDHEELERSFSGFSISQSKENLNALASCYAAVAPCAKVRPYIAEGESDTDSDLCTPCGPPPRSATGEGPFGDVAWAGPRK
Starred values were filed as active, the others as inactive; i = inactive; · = not tested or not shown.

OX1R antag	KCNQ2 block	STK33 kinase inh	smiles
17	i	-0.7	O=C(COC(=O)c1ccccc1)Nc1ccc2[nH]c(=O)[nH]c2c1
14	i	-0.7	Cc1cc(C)nc(NS(=O)(=O)c2ccc(NC(=S)NC(=O)c3cccnc3)cc2)n1
8	i	0.2	S=c1[nH]nc(-c2cccnc2)n1-c1ccccc1
3	·	0.0	CC(=O)c1ccc(NC(=O)COC(=O)Cc2ccsc2)cc1
23	i	2.1	COc1ccc(/C=C2\SC(N3CCCCC3)=NC2=O)cc1
30	i	-0.2	Cc1ccc(OCC(=O)Nc2ccc3c(c2)C(=O)NC3=O)cc1
8	·	-1.7	CC(NC(=O)CSc1nc(C2CC2)n(-c2ccccc2)n1)c1ccco1 (stereo not given)
-1	i	-2.9	COc1cc(C(=O)N/N=C2\CCS(=O)(=O)c3ccc(F)cc32)cc(OC)c1OC
8	i	-1.2	COc1cccc(-c2cc(C(F)(F)F)n3ncc(S(=O)(=O)c4ccccc4)c3n2)c1
6	i	-0.5	Cc1ccc(-c2cc(C(=O)N/N=C/c3ccco3)n[nH]2)s1
3	i	-1.2	O=C(c1[nH]ncc1-c1ccccc1)C1CO1 (stereo not given)
5	i	-1.3	COc1ccccc1C(=O)N(CN1CCCC1=O)c1cccc(Cl)c1
10	-7.2*	-1.1	CCn1c(C(=O)N2CCC(Cc3ccccc3)CC2)cc2sccc21
12	i	2.2	CCOc1ccc(N2CC(C(=O)N3CCCc4ccccc43)CC2=O)cc1 (stereo not given)
16	i	·	CC(C)(C)C(=O)N1CCN(c2ccc([N+](=O)[O-])c(-n3nc(-c4ccccc4)c4ccccc4c3=O)c2)CC1
16	i	0.1	O=C(Nc1c2c(nc3ccccc13)CCCC2)c1cccc([N+](=O)[O-])c1
10	i	-0.6	CCc1ccc(N2C(=O)c3ccc4c5c(ccc(c35)C2=O)CC4)cc1
1	·	0.1	Cc1cccc(C)c1NC(=O)CNC(=O)C(C)NC(C)c1ccccc1Br (stereo not given)
22	i	-1.5	Cc1noc(C)c1CSCC(=O)NCCN1C(=O)S/C(=C\c2ccccc2F)C1=O
23	i	-1.0	CC(C)c1ccc(-c2csc(NC(=O)c3cccs3)c2C(=O)O)cc1
-1	i	-1.3	N#CCSc1ncnc2c1cnn2CCO
18	i	1.8	O=C(CSc1n[nH]c(-c2cc(Cl)ccc2Cl)n1)NCCN1C(=O)CSC1=O
13	i	3.2	CC(NC(=O)COC(=O)/C=C/c1ccc(Cl)cc1)c1ccccc1 (stereo not given)
3	i	-0.1	Nc1nc2c(-c3ccc(Br)cc3)nnn2c2ccccc12
35	i	-0.7	COc1ccc(CCNC(=O)CC2Nc3ccccc3NC2=O)cc1 (stereo not given)
16	i	-0.5	CCC1(C)Cc2c(sc3c2c(=O)n(C)c2nnc(SCCc4ccccc4)n32)CO1 (stereo not given)
12	i	-1.1	COc1ccc(CN2CCN(C(=O)c3cc(OC)c(OC)c(OC)c3)CC2)cc1OC
9	i	0.7	CC(=O)C(Sc1ncnc2sc3c(c12)CCCC3)C(C)=O
28	i	-2.5	Cc1ccccc1NC(=S)NNC(=O)c1cccnc1
20	i	-0.9	O=c1[nH][nH]c(-c2ccccc2)c1C=Nc1ccccc1

(cont.)
OX1R antag	KCNQ2 block	STK33 kinase inh	smiles
19	i	-0.5	Brc1cccc2sc(N3CCCC3)nc12
32	i	-1.0	O=c1cc(CSc2nnc(COc3ccccc3Cl)o2)nc2sccn12
3	i	0.1	CCOP(=O)(c1ccccc1)C(O)c1ccccc1 (stereo not given)
12	i	0.0	CC(C)C[C@@H](CO)N1CCN(Cc2cccc(C#N)c2)CCC1=O
15	i	0.4	COc1cc(C(=O)N2C[C@H]3CC[C@H]2C3)ccc1OC1CCN(C(C)=O)CC1
10	i	-3.4	Cc1cccc(N2CCN(c3ccc(N4C(=O)CCCC4=O)cc3[N+](=O)[O-])CC2)c1C
10	i	·	O=C(NCCCN1CCOCC1)c1ccc(CNS(=O)(=O)c2ccc(Br)cc2)cc1
33	i	0.1	Cc1cccc(NC(=S)N/N=C/c2cccn2Cc2ccc(F)cc2)c1
13	i	-1.4	Cc1ccc(S(=O)(=O)Nc2ccc(-c3nc4ccc(C)cc4s3)cc2)cc1
4	i	-0.8	O=C1CSC(=S)N1/N=C/c1ccc2c(c1)OCCO2
8	i	-0.9	Cc1ccc(NC(=O)CNC(=O)c2cccc(C)c2)nc1
11	i	-1.8	Cc1ccc(CNC(=O)C2CCN(S(=O)(=O)c3cccs3)CC2)o1
·	i	-1.3	Cc1cc(O)c(C(=O)/C=C/c2ccccc2O)c(=O)o1
10	i	0.2	C(#Cc1ccccc1)C[N+]1(CC#Cc2ccccc2)CCCC1
13	i	-2.6	COc1ccc(N=C(N)N=C(N)N)c(OC)c1
36	i	0.7	COc1cc(S(=O)(=O)Nc2ccncc2)ccc1F
7	i	-1.2	CC1CN(c2oc(-c3ccccc3Cl)nc2C#N)CC(C)O1 (stereo not given)
13	i	0.5	Cc1ccc(OCC(=O)NCc2cccs2)cc1
6	i	-0.7	COCCCNC(=S)N(CCO)Cc1cc2cc3c(cc2[nH]c1=O)OCCO3
11	i	-0.9	COc1cc(C)c(S(=O)(=O)Nc2ccc(CC(=O)O)cc2)cc1C
22	i	-0.5	CN1CCN(c2ccc(Cl)cc2NC(=O)CC2OC(=O)c3ccccc32)CC1 (stereo not given)
14	i	0.2	CC(=O)N1CCc2cc(S(=O)(=O)NC(CC(C)C)C(=O)N3CCn4c3nc3ccccc34)ccc21 (stereo not given)
4	i	-1.2	S=C(Nc1ccccc1)N1CCC(Cc2ccccc2)CC1
11	i	-0.1	O=C(COc1cc2oc(=O)c3c(c2cc1Cl)CCC3)NCCCN1CCCC1=O
22	i	1.8	COc1ccccc1NC(=O)c1ccc(NC(=O)COC(=O)C2CC2C)cc1 (stereo not given)
23	i	-0.3	O=C(NCC(=O)N(c1cccnc1)C(C(=O)NC1CCCCC1)c1ccccc1)c1ccco1 (stereo not given)
24	i	-1.4	CCC(=O)N1CCc2cc(S(=O)(=O)NCCCN(CC)Cc3ccccc3)ccc21
-7	i	-1.3	CC(=O)c1cccc(NC(=O)c2ccccc2-c2ccccc2C(=O)O)c1
5	i	-1.7	COc1ccc(-c2cc(CCCC(=O)NCc3ccccn3)no2)cc1
26	·	-1.2	COc1ccc(-c2sc3ccccc3c2/C=C/c2ccncc2)cc1

A different layout for 16 compounds above.
Order of results: OX1R antag	KCNQ2 block	STK33 kinase inh
Brc1cccc2sc(N3CCCC3)nc12
  19	i	-0.5
O=c1cc(CSc2nnc(COc3ccccc3Cl)o2)nc2sccn12
  32	i	-1.0
CCOP(=O)(c1ccccc1)C(O)c1ccccc1 (stereo not given)
  3	i	0.1
CC(C)C[C@@H](CO)N1CCN(Cc2cccc(C#N)c2)CCC1=O
  12	i	0.0
COc1cc(C(=O)N2C[C@H]3CC[C@H]2C3)ccc1OC1CCN(C(C)=O)CC1
  15	i	0.4
Cc1cccc(N2CCN(c3ccc(N4C(=O)CCCC4=O)cc3[N+](=O)[O-])CC2)c1C
  10	i	-3.4
O=C(NCCCN1CCOCC1)c1ccc(CNS(=O)(=O)c2ccc(Br)cc2)cc1
  10	i	·
Cc1cccc(NC(=S)N/N=C/c2cccn2Cc2ccc(F)cc2)c1
  33	i	0.1
Cc1ccc(S(=O)(=O)Nc2ccc(-c3nc4ccc(C)cc4s3)cc2)cc1
  13	i	-1.4
O=C1CSC(=S)N1/N=C/c1ccc2c(c1)OCCO2
  4	i	-0.8
Cc1ccc(NC(=O)CNC(=O)c2cccc(C)c2)nc1
  8	i	-0.9
Cc1ccc(CNC(=O)C2CCN(S(=O)(=O)c3cccs3)CC2)o1
  11	i	-1.8
Cc1cc(O)c(C(=O)/C=C/c2ccccc2O)c(=O)o1
  ·	i	-1.3
C(#Cc1ccccc1)C[N+]1(CC#Cc2ccccc2)CCCC1
  10	i	0.2
COc1ccc(N=C(N)N=C(N)N)c(OC)c1
  13	i	-2.6
COc1cc(S(=O)(=O)Nc2ccncc2)ccc1F
  36	i	0.7

Later entries
OX1R antag	KCNQ2 block	STK33 kinase inh	smiles
10	i	-1.4	CCOc1ccc(CCNC(=O)c2ccc3c(c2)NC(=O)C2CCCN32)cc1OCC (stereo not given)
61	i	-1.7	CCc1ccc(CNc2ccc(N3CCN(C(C)=O)CC3)cc2)cc1
31	i	0.2	COc1ccc(OC)c2sc(N3CCc4ccccc4C3)nc12
27	i	-1.8	c1ccc(-c2csc3nnc(SCc4ccc5c(c4)OCCO5)n23)cc1
18	i	-0.5	Brc1ccc(-c2nnc(SCCC3OCCCO3)o2)cc1
7	i	-3.0	c1ccc(OCc2nn3c(-c4ccccn4)nnc3s2)cc1
-7	·	0.0	COc1cc2c(cc1OC)CN(C(=O)C1CCCN(C(=O)c3ccc(Cl)cc3)C1)CC2 (stereo not given)
9	i	-1.1	Cc1ccccc1Nc1ncnc(N)n1
11	i	1.1	COc1cccc(OCC(O)CNC(=O)c2oc3c(C)c(C)ccc3c2C)c1 (stereo not given)
0	i	-1.5	COc1ccc(S(=O)(=O)N2CCCCC2)cc1NC(=O)CSc1nccn1C
-8	i	0.0	N#CCc1ccc(OC(=O)Nc2ccccc2)cc1
4	i	1.4	CC(C)(C)NC(=O)C(c1ccccc1)N(Cc1ccco1)C(=O)c1csnn1 (stereo not given)
14	i	-0.8	COc1cccc(CNCc2cc(OC)cc(OC)c2)c1
6	i	·	Cc1ccc2c(C)c(C(=O)N3CCC(N4CCC(C(=O)NC5CC5)CC4)CC3)oc2c1
3	i	-1.6	CCOC(=O)c1c(C)c(C(=O)N2CCN(c3ccccc3)CC2)c(C)n1C
14	·	-1.3	N#CC1(NC(=O)CSc2nc3ccccc3o2)CCCCC1
1	i	-0.4	CC(=O)NC(Cc1cccc(F)c1)C(=O)NC1CCN(C(=O)Nc2ccc(C)cc2)CC1 (stereo not given)
8	i	·	COC(=O)c1ccc(-c2nc(-c3ccc(Br)o3)no2)cc1
16	i	-0.7	O=C(Nc1ccc2c(c1)OCCO2)C1CCN(c2cnccn2)CC1
4	i	-8.9	O=C(O)CC1(CC(=O)Nc2ccc3c(c2)OCCCO3)CCCCC1
-1	i	-1.7	CCOP(=O)(OCC)c1nc(-c2ccc(Br)cc2)oc1N1CCCCC1
20	i	0.1	O=S(=O)(NCc1ccccc1)c1ccc(S(=O)(=O)NCC2CCCO2)cc1 (stereo not given)
0	i	-0.5	Cc1ccc(OCC(=O)Nc2ccc(-c3nc4ncccc4o3)cc2)cc1
19	i	·	Cc1ccc(CCc2nnc(SCC(=O)Nc3cc(Cl)ccc3Cl)n2-c2ccccc2)o1
16	i	-0.5	COc1cc(NC(=O)CN(C)S(=O)(=O)c2ccc3nc(C)sc3c2)cc(OC)c1
39	i	-1.3	COc1ccccc1CC(=O)N1CCCc2cc(C)ccc21
16	i	0.1	CCCCC1=CC2=C(c3ccco3)C(=O)C(C)(OC(=O)c3ccc(OC)cc3)C(=O)C2=CN1C1CCCC1 (stereo not given)
13	i	-0.2	Cc1oc(-c2ccc(Cl)cc2)nc1CSCC(=O)NCCCN1CCOCC1
8	i	-0.7	CC(C)=CCN1CCN(Cc2c[nH]c3ccccc23)CC1CCO (stereo not given)
41	i	1.3	Cc1[nH]c2c(C)cccc2c1CCNS(=O)(=O)c1cccc([N+](=O)[O-])c1

Continuation.
OX1R antag	KCNQ2 block	STK33 kinase inh	smiles
10	i	-1.0	NC(=O)c1ccccc1NC(=O)Nc1ccccc1Cl
20	i	-1.1	CCOC(=O)c1cnc(SCC(C)C)nc1N
-6	i	-0.9	Cc1ccc2oc(C(=O)NCc3ccc(S(N)(=O)=O)cc3)cc(=O)c2c1
14	i	-0.8	O=C(O)C1Cn2c(nc3c(c2=O)C2(CCCC2)Cc2ccccc2-3)S1 (stereo not given)
16	i	0.1	CCC(=O)NC(c1ccccc1)c1nc2ccccc2[nH]1 (stereo not given)
15	i	0.0	Cc1ccc(NC(=O)c2ccc(C#CC3(O)CCCCC3)cc2)cc1C
14	i	0.2	COc1cc(C(=O)O)nc2ccccc12
7	i	0.7	C[C@H](NS(=O)(=O)c1ccc(Cl)cc1)C(=O)OCC(=O)c1ccc[nH]1
37	i	2.0	CCS(=O)(=O)N1CCCC(C(=O)NCc2ccc3c(c2)OCO3)C1 (stereo not given)
15	i	2.7	CC(=O)C1=C(C)OC(N)=C(C#N)C1c1cccc([N+](=O)[O-])c1 (stereo not given)
5	i	1.6	COc1cccc(NC(=O)c2ccc3c(c2)CCN3S(C)(=O)=O)c1
2	i	-1.1	CN(C(=O)CN1C(=O)/C(=C/c2ccccc2F)SC1=S)C1CCS(=O)(=O)C1 (stereo not given)
9	i	0.5	Cn1c(=O)oc2cc(S(=O)(=O)NCCC(=O)N3CC=C(c4ccccc4)CC3)ccc21
13	i	-2.0	CCCn1c(N)c(N(CCOC)C(=O)c2cccc(C(F)(F)F)c2)c(=O)[nH]c1=O
5	·	0.3	COc1ccc([C@H]2CC(=O)C=C(c3cc(F)ccc3F)C2)cc1OC
11	i	-0.8	O=C(O)CC(c1ccccc1)c1ccccc1
13	i	0.0	O=C(NNS(=O)(=O)c1ccccc1)C1CCCCC1

An excerpt of these results, with each value named.
compound: CCCn1c(N)c(N(CCOC)C(=O)c2cccc(C(F)(F)F)c2)c(=O)[nH]c1=O
  OX1R antag: 13
  KCNQ2 block: i
  STK33 kinase inh: -2.0
compound: COc1ccc([C@H]2CC(=O)C=C(c3cc(F)ccc3F)C2)cc1OC
  OX1R antag: 5
  KCNQ2 block: ·
  STK33 kinase inh: 0.3
